# FLuc inh counter = inhibits firefly luciferase, flagging false hits in luciferase inhibition screens; AID 1006; inhibition, % at 10 µM; ATPLite firefly luciferase biochemical luminescence, 10 min; actives 1.5% (n = 200,000); P08659;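 active = inhibition above about 50% when tested at 10 µM, limit read from the data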
# Target sequence (P08659 whole entry, looked up): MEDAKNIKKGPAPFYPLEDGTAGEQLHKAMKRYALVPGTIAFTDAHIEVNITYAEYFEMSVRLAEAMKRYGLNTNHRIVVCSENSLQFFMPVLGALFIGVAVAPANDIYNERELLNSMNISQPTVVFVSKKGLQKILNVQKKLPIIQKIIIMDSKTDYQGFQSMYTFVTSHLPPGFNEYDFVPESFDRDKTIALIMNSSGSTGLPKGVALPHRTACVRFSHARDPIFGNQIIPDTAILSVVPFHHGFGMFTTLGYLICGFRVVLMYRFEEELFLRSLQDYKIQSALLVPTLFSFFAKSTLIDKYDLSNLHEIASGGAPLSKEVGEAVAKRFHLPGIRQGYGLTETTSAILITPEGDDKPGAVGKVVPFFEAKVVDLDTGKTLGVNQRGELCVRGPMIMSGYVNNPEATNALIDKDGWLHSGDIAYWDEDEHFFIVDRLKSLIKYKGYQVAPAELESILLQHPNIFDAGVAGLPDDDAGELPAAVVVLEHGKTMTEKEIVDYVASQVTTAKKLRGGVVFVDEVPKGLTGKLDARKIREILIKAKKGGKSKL
# APP transl inh = APP translation inhibition. AID 1285. SH-SY5Y APP 5'UTR-luciferase reporter, luminescence. inhibition, % at 2 µM. actives 0.82% (n = 190,000);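 active = inhibition above a set limit, derived from the sample mean plus 3 SD, cut at about 45% in these data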; also: values of inactives mirror those of a sister screen read the other way
# APP 5'UTR act = APP 5'UTR luciferase reporter activation. actives 1% (n = 190,000). SH-SY5Y APP 5'UTR luciferase reporter, luminescence; zero percent = DMSO vehicle wells. activation, % at 2 µM;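 active = activation above a set limit, based on mean plus 3 SD of controls, cut at about 140% in these data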; also: values of inactives mirror those of a sister screen read the other way
# G6PDH CS = counter-screen for G6PDH assay hits: L. mesenteroides G6PDH inhibition. Purified L. mesenteroides G6PDH, diaphorase/resazurin coupled fluorescence, 45 min. inhibition, % at 5 µM. actives 0.12% (n = 200,000); in the data active = inhibition above about 50%
# Redox H2O2 prof = compounds producing H2O2 with reducing agent – biochemical, NIH compound library profiling, artefact control for MLSCN library redox annotation, primary screen | DTT-dependent redox cycling H2O2, phenol red/HRP absorbance; 100% = 100 µM peroxide control, 0% = buffer | actives 0.03% (n = 200,000) | AID 878 | activation, % at 10 µM;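 active = activation of at least 50% relative to the plate's high and low controls in the primary single-dose screen; inactive = activation below 50%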;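 also: compound incubated with DTT at 0.8 mM final as the reducing agent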
# STAT1 activator = STAT1 signaling activation. NIH 3T3 STAT1-luciferase reporter, IFN-gamma, luminescence; 100% = IFN-gamma alone, no compound. activation (% of control), % at 5.5 µM. actives 2.6% (n = 200,000);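 active = activation above the screen-wide mean activation plus 3 SD, cut at about 130% in these data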;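 also: raw ratio to IFN-gamma control signal so 100% means no change and 0% no light; values of inactives mirror those of a sister screen read the other way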
# NF-kB neuron act = compounds increasing NF-kB expression in human neuronal cells. actives 1.6% (n = 190,000). AID 1239. fold change at 12.5 µM. NF-kB reporter expression; hits give high values; in the data active = fold change above about 3.3
# Hsp70 activator = Hsp70 transcriptional activation, primary screen | HeLa Hsp70 promoter luciferase reporter, luminescence; scaled: vehicle 0, proteasome-inhibitor control 100% | activation, % at 10 µM | actives 0.04% (n = 200,000);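 active = activation above the mean across all tested compounds plus 3 SD, cutoff set per campaign, cut at about 5.5% in these data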;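 also: 100% = MG132 at 30 µM as the positive control and 0% = DMSO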
# HMGR II inh = E. faecalis class II HMG-CoA reductase inhibition. actives 0.41% (n = 190,000). purified E. faecalis HMGR, NADPH absorbance 340 nm kinetic. AID 1066. inhibition, % at 10 µM;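 active = inhibition above a set limit, the median over all tested compounds plus 3 SD, cut at about 9.5% in these data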;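 also: enzyme runs in reverse so mevalonate oxidation gives rising NADPH absorbance; 0% = complete reaction with DMSO and 100% = background rate lacking mevalonate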
# FLuc act counter = firefly luciferase counter-screen for stimulation assays; ATPlite luciferase biochemical, luminescence, 10 min; 0 = ATP-free wells, 1 = DMSO control; activation factor at 10 µM; 200,000 tested, under 10 active; P08659;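 active = luciferase activation factor, scaled between plate controls, of at least 2 with compound at 10 µM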
#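 Material: luciferase plus luciferin reagent, cell-free. Medium: PBS buffer for ATP. Also added: ATP substrate, dispensed from a 10.24 µM working solution in PBS. Doses: test compounds dosed from 2 mM stocks in 100% DMSO. Incubation: 10 min post-reagent at room temperature. Technique: light output (luminescence). Read-out basis: luminescence gain marking luciferase activators.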
# Starred values were filed as active, the others as inactive; / = no result given. Random draw from the library (roughly 5.3% active in at least one column).
compound	FLuc inh counter	APP transl inh	APP 5'UTR act	G6PDH CS	Redox H2O2 prof	STAT1 activator	NF-kB neuron act	Hsp70 activator	HMGR II inh	FLuc act counter
CCOC(=O)c1cccc2c(=O)c(C(=O)c3ccc(Cl)cc3)c(C(=O)OC)[nH]c12	-7	1	-1	0	-1.0	99	1.2	0.2	-6	1.1
O=C(Nc1cccc(NC(=O)c2cccs2)c1)c1ccc2c(c1)OCO2	8	15	-15	-8	0.2	103	1.2	-0.2	-1	0.9
COCCn1c(C)cc(C(=O)COC(=O)c2ccc(N3CCCC3=O)cc2)c1C	4	7	-7	-9	-4.1	96	1.1	-0.2	1	1
CC1CN(C(=S)SCC(=O)c2ccccc2)CC(C)O1 (stereo unspecified)	4	2	-3	13	0.5	108	1.4	-0.2	3	1
Cn1c(=O)c2c(nc(CN3CCN(Cc4ccccc4)CC3)n2Cc2cccc(Cl)c2)n(C)c1=O	2	-5	5	8	-1.7	99	/	-0.2	/	1
O=C(Nc1ccccc1Cl)N1CCN(C/C=C/c2ccccc2)CC1	-4	-3	3	4	-0.5	86	1.1	0.0	-4	1
CCC1CCCCN1C(=O)N[C@@H](Cc1ccccc1)C(=O)O (stereo partly specified)	-6	-3	3	2	-0.7	103	1.1	-0.4	-3	1.1
COc1ccc2c(OC)cc(=O)n(C)c2c1	-4	-20	20	3	0.0	103	1.4	-0.2	0	1
Cn1c(CNC(=O)c2ccco2)nnc1SCC(=O)Nc1cccc(F)c1	-4	-8	8	4	3.8	98	1	-0.1	-1	1
S=c1[nH]nc(Cc2cccs2)n1-c1ccccc1	3	-8	8	6	0.2	104	0.91	-0.1	-3	1
CN(CCc1ccccn1)C(=O)CCC1CCCN(C(=O)c2ccccn2)C1 (stereo unspecified)	-9	9	-9	4	1.0	96	1.2	0.0	-2	1.1
CCOC(=O)c1c(C)n(C)c2ccc(OC)c(NC(=O)CN3CCN(C(=O)c4ccco4)CC3)c12	-5	7	-7	4	-0.7	103	1.4	-0.1	1	1.1
CCN1CCN(c2ncnc3c2sc(=S)n3-c2ccccc2)CC1	-9	8	-8	-9	-1.0	98	1	0.1	0	1.1
COc1cc(-n2cnnn2)ccc1S(=O)(=O)N1CCOCC1	2	-1	1	6	0.0	93	1.1	-0.1	-1	1
Cc1cc(C)nc(NS(=O)(=O)c2ccc(NC(=O)C3(c4ccccc4)CCCC3)cc2)n1	-2	9	-9	-10	-0.1	104	1	-0.3	-5	1
COc1ccccc1CNC(=O)C(NC(=O)c1ccc(C)cc1)C(C)C (stereo unspecified)	-5	10	-10	3	-0.9	86	1.4	0.3	-3	1.1
COCCn1c(C)cc(C(=O)CSc2nnc3scc(-c4ccc(Cl)cc4)n23)c1C	/	-15	15	/	1.6	102	/	-0.2	/	/
O=C(O)/C(=C\c1ccco1)NC(=O)c1cccc2ccccc12	4	3	-3	7	-4.0	94	0.96	0.2	-4	1
COc1ccccc1N(Cc1ccccc1)S(=O)(=O)c1cccc(C(=O)Nc2ccc(C(C)=O)cc2)c1	0	4	-4	7	-0.3	100	1.2	-0.3	-1	1
CCOC(=O)CCc1c(C)c2ccc(OCc3ccc([N+](=O)[O-])cc3)cc2oc1=O	-5	13	-13	-1	-1.0	93	1.4	0.4	-5	1
C=CCSC1=NC(=O)/C(=C/c2cccs2)S1	32	-1	1	-1	0.1	100	1.4	-0.3	0	0.7
Cc1ccc2c(c1)C(C)(C)[C@]1(C)NC(=O)CCN21	0	-5	5	8	-0.1	110	1.1	0.1	-1	1
Brc1ccc2cccnc2c1	-6	-7	7	7	15	103	1.2	-0.4	-7	1.1
Cc1occc1C(=O)NNC(=O)c1ccccc1F	-6	-22	22	0	0.6	113	2	-0.1	1	1.1
CCN(CC)c1ccc(/C=N/NC(=O)c2cccc(S(=O)(=O)Nc3ccccc3OC)c2)cc1	0	24	-24	8	-0.7	104	0.76	-0.1	0	1
COc1cccc(NC(=O)c2ccc(CN3CCN(c4ccccc4)CC3)cc2)c1	8	-14	15	2	1.1	92	0.63	-0.6	-3	0.9
O=C1C(Cc2ccccc2)NC(=S)N1Cc1ccccc1 (stereo unspecified)	-6	4	-4	4	0.3	104	0.93	-0.2	-6	1.1
CC(=O)c1c(C)[nH]c(C(=O)OCC(=O)Nc2ccccc2Cl)c1C	-4	-16	16	3	0.1	85	0.74	0.2	3	1
CCN(CC)c1cc(Oc2ccccc2)ncn1	-2	-34	34	9	-0.2	111	1.1	0.1	-3	1
C=CCN(c1ccc(C(=O)OC)cc1)S(=O)(=O)c1ccccc1	0	7	-7	5	0.8	87	1.6	-0.1	-1	1
Cc1nn(Cc2ccc(C(=O)NC(C)(C)C)o2)c(C)c1Br	-5	-12	12	1	-2.0	81	1.1	0.0	-5	1.1
Cc1ccc(N(CC(=O)NCCSc2ccccn2)S(=O)(=O)c2ccc(F)cc2)cc1	-4	5	-5	12	-0.3	100	0.82	-0.3	-2	1
CCOC(=O)N1CCC(NCCNC(=O)c2ccccc2Cl)CC1	-1	-22	22	7	0.5	106	1.1	0.3	-1	1
CC(C)Oc1ccc(C2C(C(=O)c3ccco3)=C(O)C(=O)N2Cc2cccnc2)cc1 (stereo unspecified)	-4	15	-15	1	-2.4	110	0.48	-0.1	4	1
Cc1ccc(-n2nnnc2SCC(=O)c2c(N)n(CC(C)C)c(=O)n(C)c2=O)cc1	-7	5	-5	-20	-0.1	100	1.2	-0.4	0	1.1
O=C(C[n+]1cccc(CNC(=O)c2ccc(OC(F)F)cc2)c1)Nc1cccc(C(F)(F)F)c1	-3	-6	6	19	-0.1	100	1.3	-0.1	-1	1
Cc1cc2oc(C(=O)Nc3c(C)n(C)n(-c4ccccc4)c3=O)c(C)c2cc1C	-2	-8	8	-1	0.3	105	0.98	-0.4	3	1
CCNC(=S)NNC(=O)c1cccn(Cc2ccc(Cl)cc2Cl)c1=O	-11	-6	6	12	1.2	91	1	-0.1	-2	1.1
Cn1c(=NC(=O)c2ccc(S(=O)(=O)N3CCCc4ccccc43)cc2)sc2cc(S(C)(=O)=O)ccc21	-2	-7	7	17	0.1	94	1.1	0.1	-6	1
COc1cc(C(=O)Nc2cc(-c3ccccc3)[nH]n2)cc(OC)c1OC	0	/	/	2	/	/	0.43	/	0	1
O=CN1CCN(c2ncnc3c2nnn3Cc2c(F)cccc2Cl)CC1	-8	21	-21	10	-0.4	94	1.1	-0.2	4	1.1
Cc1ccc(-c2cc(C(=O)Nc3cccnc3)c3ccccc3n2)o1	20	-4	4	1	-0.4	102	0.84	-0.2	1	0.8
Cc1ccsc1/C=N/NC(=O)CNC(=O)c1ccco1	2	-14	14	-1	-0.8	99	1.3	-0.3	-1	1
CCNC(=S)N1CCc2cc(OC)c(OC)cc2C1COc1ccc(F)cc1 (stereo unspecified)	-6	-2	2	12	0.0	97	0.81	-0.2	-3	1.1
Cc1cccc(NC(=O)COC(=O)c2cccc3c2C(=O)c2ccccc2C3=O)c1C	-6	5	-5	-21	0.5	102	0.31	-0.2	-1	1.1
CC(=O)N1CCc2cc(S(=O)(=O)NC(C(=O)Nc3nc(C)cs3)C(C)C)ccc21 (stereo unspecified)	-5	-14	15	-2	-3.3	97	1.1	-0.4	-2	1.1
CC(C)c1ccc(NC(=S)N2CCN(Cc3ccccc3)CC2)cc1	0	4	-4	5	-0.1	102	1.4	-0.1	-8	1
Cc1c(NC(=O)Cc2cccs2)cccc1[N+](=O)[O-]	-1	5	-5	13	-0.1	94	1	0.0	-3	1
O=C(Cc1ccc(Cl)cc1)c1c[nH]c(C(=O)NCc2cccnc2)c1	-2	12	-12	1	-0.8	102	1.4	0.1	-10	1
CCn1c(=O)cc(OCC(=O)Nc2ccc3c(c2)OCCO3)c2ccccc21	-2	6	-6	-29	-1.9	92	1.2	-0.1	2	1
O=C(/C=C/c1ccccc1)c1ccc2c3c(cccc13)CC2	0	-4	4	-14	0.3	102	1.7	-0.4	-12	1
OCCN(CCO)Cc1ccc(Br)cc1	-5	-11	11	-2	0.4	103	1	-0.2	-6	1
Cc1ccc(C(=O)N(C)CC(=O)Nc2ccc(F)c(F)c2F)o1	-4	2	-2	4	-0.1	106	0.98	-0.1	1	1
Cc1cc(C(F)(F)F)nn1C(=O)c1cccnc1Cl	-3	14	-14	5	0.2	101	1.3	-0.1	-2	1
CCCCNC(=O)C12CCC(C)(C(=O)C1Br)C2(C)C (stereo unspecified)	0	-12	12	14	-0.5	95	1.1	-0.2	-2	1
CCOc1ccc(-n2nc3c(SCCN4CCCC4)nnc(C)c3c2C)cc1	-7	23	-23	-4	0.0	102	1.3	-0.1	-6	1.1
C(=N\n1cnnc1)/c1ccccn1	-8	-6	6	3	-2.0	104	1.1	-0.2	-1	1.1
CCCNC(=O)Nc1nnc(C2CC2)s1	-1	-21	21	10	-0.6	103	1.6	-0.4	-3	1
COc1ccc(-n2c(C)csc2=S)cc1	-8	-14	14	-1	0.7	105	1.1	0.0	-7	1.1
O=C(CN1C(=O)C2CCCCN2C(=O)c2ccccc21)Nc1ccc(F)cc1 (stereo unspecified)	-7	1	-1	-1	-0.9	77	1.2	0.2	0	1.1

# Further results follow.
compound	FLuc inh counter	APP transl inh	APP 5'UTR act	G6PDH CS	Redox H2O2 prof	STAT1 activator	NF-kB neuron act	Hsp70 activator	HMGR II inh	FLuc act counter
CC1CCCCN1C(=O)c1ccccc1OC1CCN(S(C)(=O)=O)CC1 (stereo unspecified)	0	-13	13	-2	-0.6	112	1	-0.3	-6	1
Cc1nc(Oc2ccc(S(=O)(=O)N3CCOCC3)cc2Cl)c2c3c(sc2n1)CCCC3	-5	-6	6	7	0.1	107	1.2	0.0	2	1.1
CCOC(=O)c1cc(-c2cccc([N+](=O)[O-])c2)nc2[nH]c(=O)[nH]c(=O)c12	-2	-3	3	1	-0.5	108	0.8	-0.4	-3	1
Nc1ccc2oc3ccc(N)cc3c(=O)c2c1	22	/	/	15	1.3	143*	2.1	-0.1	0	0.8
COC(=O)CCC(=O)Nc1sc(Cc2ccccc2)c(C)c1C(N)=O	-1	-24	24	9	15	99	0.99	-0.3	5	1
Cc1ccc(C)c(N2CCN(C(=O)C3CCN(c4nnc(N5CCCC5=O)s4)CC3)CC2)c1	-2	-24	24	1	0.4	93	/	0.0	/	1
CNC(=O)c1ccc(-c2ccccc2)s1	22	-29	29	2	0.7	110	2.3	0.1	4	0.8
CCN(CC)CCNCc1cc(Cl)c(OCC(=O)Nc2ccccc2)c(OC)c1	-6	-8	8	-4	0.3	90	1.5	0.3	-1	1.1

# Limited to FLuc inh counter, STAT1 activator and APP transl inh, for 2 of the compounds above:
Molecule | FLuc inh counter | STAT1 activator | APP transl inh
CC1CCCCN1C(=O)c1ccccc1OC1CCN(S(C)(=O)=O)CC1 (stereo unspecified) | 0 | 112 | -13
Cc1nc(Oc2ccc(S(=O)(=O)N3CCOCC3)cc2Cl)c2c3c(sc2n1)CCCC3 | -5 | 107 | -6

# Bioassay records from PubChem BioAssay.
